Source: PubChem (several laboratories)
PERK inhibitor = blocks human PERK kinase | AID 1416 | inhibition, % at 5.6 µM | CHO PERK-DD fusion, SEAP luminescence translation reporter | Q9NZJ5 | 0.17% of 220,000 active;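 active = inhibition above the mean inhibition of all tested compounds plus 3 SD, set separately per screening campaign, cut at about 2.9% in these data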;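 also: PERK kinase domain activated by AP20187 dimerizer at 100 nM; 0% = DMSO with dimerizer and 100% = rapamycin at 8.4 µM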
L929 necroptosis = blocks zVAD induced death of L929 cells. L929 zVAD necroptosis rescue, ATP luminescence, 24 h; with zVAD 60 µM. viability rescue, % at 10 µM. 0.38% of 220,000 active;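 active = activation, scaled between plate controls, above about 75%, limit read from the data; inactive = activation under that limit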;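 also: 0% = zVAD with DMSO and 100% = DMSO alone without zVAD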
RBBP9 inh = inhibitors of human serine hydrolase RBBP9; recombinant RBBP9, FP-Rh probe fluorescence polarization; AID 1515; inhibition, % at 7.94 µM; 0.2% of 220,000 active; O75884;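 active = inhibition above the campaign mean of all tested compounds plus 3 SD, cut at about 14% in these data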;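 also: plate controls were DMSO wells with RBBP9 for no effect and wells lacking RBBP9 protein for full effect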
Target sequence (O75884 whole entry, looked up): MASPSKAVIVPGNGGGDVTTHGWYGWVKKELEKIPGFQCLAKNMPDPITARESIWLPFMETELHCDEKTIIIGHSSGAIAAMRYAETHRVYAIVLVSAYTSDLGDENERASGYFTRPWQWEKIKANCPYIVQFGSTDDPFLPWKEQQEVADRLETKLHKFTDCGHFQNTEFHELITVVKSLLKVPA
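System: RBBP9 protein / Buffer or medium: Tris/NaCl buffer pH 8.0 with 0.1% Pluronic / Probe or stimulus: Serine-hydrolase probe FP-Rh, 375 nM pre-mixing / Dosing: 7.94 µM single dose, 0.794% DMSO / Times: enzyme-compound preincubation 30 min, then probe labeling 45 min, 25 °C / Technique: fluorescence polarization (mP), excitation 525 nm, emission 598 nm / Replication: singlicate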
Hck-Nef inh = blocks Nef-activated human Hck kinase. inhibition, % at 20 µM. P08631. 0.68% of 220,000 active. AID 463187. Recombinant Hck-YEEI plus Nef, Z-Lyte FRET kinase assay;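 active = Hck-Nef kinase inhibition above about 50%, limit read from the data; inactive = inhibition below that limit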;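 also: 0% = DMSO with Hck plus Nef and 100% = Hck alone without Nef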
TNF death inh = TNF-alpha cell death inhibition in Jurkat FADD-/- cells. AID 463075. Jurkat FADD-/- TNF necroptosis rescue, ATP luminescence, 24 h; 0 = TNF only, 100 = no-TNF cells. 0.068% of 220,000 active. activation (protection from cell death), % at 10 µM;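 active = activation, meaning protection from cell death, of at least 50% relative to plate controls; inactive = activation below 50%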;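 also: necroptosis triggered by 40 ng/mL TNF-alpha added together with compound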
Runt-CBFb FRET = Runt domain-CBFb interaction inhibition | 0.46% of 220,000 active | Q01196+Q13951 | inhibition, % at 20 µM | AID 1496 | Cerulean-Runt/Venus-CBFb FRET ratio 530/480, 1 h;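 active = inhibition over about 50% at 20 µM in the single-dose screen, limit read from the data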;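 also: 0% = DMSO wells and 100% = excess unlabeled CBFb competitor control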
Target sequence (Q01196 whole entry, looked up, the tested form may be a part): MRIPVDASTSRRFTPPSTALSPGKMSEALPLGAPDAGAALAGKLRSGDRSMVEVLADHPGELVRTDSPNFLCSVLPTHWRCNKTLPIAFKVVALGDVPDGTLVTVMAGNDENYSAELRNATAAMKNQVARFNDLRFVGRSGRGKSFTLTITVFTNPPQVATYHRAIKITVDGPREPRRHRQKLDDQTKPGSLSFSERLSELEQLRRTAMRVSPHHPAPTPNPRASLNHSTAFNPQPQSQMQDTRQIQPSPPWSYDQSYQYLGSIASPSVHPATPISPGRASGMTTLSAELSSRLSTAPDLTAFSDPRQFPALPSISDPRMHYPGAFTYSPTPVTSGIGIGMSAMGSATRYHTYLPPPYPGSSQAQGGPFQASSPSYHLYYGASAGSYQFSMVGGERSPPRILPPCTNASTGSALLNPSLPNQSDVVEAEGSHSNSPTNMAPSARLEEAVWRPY
Target sequence (Q13951 whole entry, looked up, the tested form may be a part): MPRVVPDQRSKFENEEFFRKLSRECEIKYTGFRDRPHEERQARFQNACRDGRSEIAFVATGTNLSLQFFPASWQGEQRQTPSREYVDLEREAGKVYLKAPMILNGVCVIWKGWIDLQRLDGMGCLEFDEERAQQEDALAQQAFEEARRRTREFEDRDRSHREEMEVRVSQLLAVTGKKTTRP
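Measured by: fluorescence energy transfer, 422 nm excitation, 530/480 nm emission; Assay system: Cerulean-Runt domain; Medium: Tris pH 7.5 buffer with BSA; Measure: loss of energy transfer signal; Controls: 5 µM unlabeled CBFb as full-inhibition high control; Incubation: protein complex preformed 1 h, compound exposure 1 h, room temperature, dark.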
EP2 mod = modulates human prostaglandin E2 receptor EP2 signaling | P43116 | EP2-expressing cells, cAMP HTRF FRET, PGE2 co-stimulation | induction, % at 25 µM | 0.83% of 260,000 active | AID 940;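 active = compounds whose cAMP rise, as percent of the full-agonist control response, exceeds 60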;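 also: rat C6 glioma line stably carrying human EP2 under a CMV promoter; the protocol text gives 20 µM as final concentration; 100% = response of wells given 1 µM PGE2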
EP2 antag = EP2 receptor (human) inhibition | P43116 | C6 glioma cells expressing human EP2, cAMP TR-FRET; cells stimulated with saturating PGE2 | inhibition, % at 25 µM | 0.52% of 260,000 active;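 active = percent inhibition above 40 after rounding to a whole number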;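 also: rat C6 glioma host cells with rolipram phosphodiesterase inhibitor present; the protocol text gives 20 µM as final concentration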
Runt-SMMHC FRET = Runt domain-CBFb-SMMHC interaction inhibition; Cerulean-Runt/Venus-CBFb-SMMHC FRET ratio 530/480, 1 h; inhibition, % at 20 µM; 0.74% of 220,000 active; AID 1434;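 active = mean inhibition across duplicate retests at 20 µM reaching about 50%, limit read from the data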;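 also: 0% = DMSO wells and 100% = wells with excess untagged CBFb-SMMHC; inhibitors lower the FRET ratio by blocking Runt binding to CBFb-SMMHC; some results filed as inactive read as strong as hits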
* marks the source's active call; other numbers are inactive results; · = no result given; & = joins results of further samples.

SMILES	PERK inhibitor	L929 necroptosis	RBBP9 inh	Hck-Nef inh	TNF death inh	Runt-CBFb FRET	EP2 mod	EP2 antag	Runt-SMMHC FRET
CN(/C=C/C(=C/C=[N+](C)c1ccccc1)OCCCS(=O)(=O)[O-])c1ccccc1	0.2	-1.0	-1	22	-0.1	2	-30	6	-156
Cc1ccc(S(=O)(=O)N(C)c2c(C)ccc(S(=O)(=O)N3CCN(C=O)CC3)c2C)cc1	-0.1	-0.7	-3	3	0.5	-2	21	6	-3
CC1CCC(=C(C#N)c2nc(-c3cc4ccccc4oc3=O)cs2)CC1 (stereo not given)	1.4	6.2	1	5	-1.3	-2	40	7	3
CCCC(C)C(=O)Nc1nc(C)c(-c2csc(Nc3cc(OC)ccc3OC)n2)s1 (stereo not given)	-0.8	42	8	-1	-5.3	0	19	0	-3
Cc1onc(-c2ccccc2Cl)c1-c1nc(-c2ccccn2)no1	-0.3	-0.6	-1	3	-9.7	-2	42	·	-2
Cc1ccc(SC(C)C(=O)Nc2ncn[nH]2)cc1 (stereo not given)	0.7	-0.4	-4	-13	-0.1	0	-5	-5	-2
Cc1c(CN2CCCCC2)c(O)n(CCCO)c(=O)c1C#N	-0.4	0.9	-5	-2	0.4	-7	21	19	-21
CNC(=O)COC(=O)c1ccccc1NC(=O)c1ccco1	1.5	0.0	-2	17	-3.6	2	-10	4	0
Cc1c(C#N)c2ccccc2n1CC(=O)O	0.8	0.1	-2	4	-4.7	·	6	·	·
O=C(NCc1cccs1)C(=O)c1cn(CC(=O)N2CCCC2)c2ccccc12	0.6	1.1	5	21	1.7	-1	-49	18	0
Cc1c(C(C)C)c(=O)n(-c2ccc(S(=O)(=O)NCc3ccccc3)cc2)n1C	0.1	-1.3	3	1	-5.9	-1	-12	4	0
COCCNC(=S)N1C2CCC1CC(NC(=O)NC13CC4CC(CC(C4)C1)C3)C2 (stereo not given)	-0.7	0.7	-6	-1	-3.1	-1	-16	3	-1
Clc1ccc(CNc2ccccc2NCc2ccc(Cl)nc2)cn1	-0.5	1.0	0	17	1.6	0	-21	8	1
N#C/C(=C\N1CCN(Cc2ccc3c(c2)OCO3)CC1)c1nc2ccccc2s1	-0.1	1.6	-2	1	-0.6	0	-5	8	3
CCCCNC(=O)C1CCCN1C(=O)Nc1cccc(OC)c1 (stereo not given)	1.2	0.5	-3	1	-2.7	0	4	7	-6
Cc1ccccc1OCc1nc(-c2ccc(NC(=O)c3cccs3)cc2)no1	-0.4	2.6	-29	1	2.9	-2	-31	8	-8
COc1ccccc1N=C(C)C1=C(O)CC(c2ccccc2)CC1=O (stereo not given)	1.9	-1.1	1	-6	-7.4	-2	-4	2	-1
CCN(CC)CCN(C(=O)c1ccc(Br)s1)c1nc2cc3c(cc2s1)OCO3	1.1	1.0	3	-31	1.8	1	33	8	0
Cc1ccc(NNC(=O)C2CCC2)cc1C	0.4	0.4	-4	7	5.5	3	-29	10	4
CCN1CCN(c2nc(C)c3c(n2)CCCC3=O)CC1	0.7	0.0	0	1	0.8	0	9	6	1
COc1ccc(OC)c(NC(=O)c2cccnc2Sc2ccccc2)c1	0.0	0.1	-3	3	1.6	1	-25	5	3
c1ccc(CNc2ncnc3ccccc23)cc1	0.5	-0.8	-4	-1	-9.8	-1	-23	8	-6
Cc1ccc(-n2c(C)nn(CC#N)c2=O)cc1	1.3	2.6	-1	20	3.8	0	24	5	1
c1ccc2cc(-c3cc4ccccn4c3)ccc2c1	-0.1	-1.1	1	-2	0.2	1	5	6	-3
N/C(=N\OC(=O)c1cccc2ccccc12)c1ccc(Br)cc1	0.9	1.3	-6	2	1.9	-4	6	-3	-10
More entries
SMILES	PERK inhibitor	L929 necroptosis	RBBP9 inh	Hck-Nef inh	TNF death inh	Runt-CBFb FRET	EP2 mod	EP2 antag	Runt-SMMHC FRET
CCOC(=O)c1ccccc1OCc1cc(/C=N/n2cnnc2)ccc1OC	-0.3	0.8	-3	1	-3.6	0	21	9	-9
O=C(c1cccc(Oc2c(Cl)cccc2[N+](=O)[O-])c1)N1CCCCC1	1.4	-1.2	10	20	3.0	-1	38	4	0
Cc1onc(-c2ccccc2Cl)c1C(=O)NCc1cccnc1	0.8	-0.4	-10	-11	-0.4	-2	-7	10	3
COC(c1ccccc1)c1nnc(CCC(=O)N(C)CCCC2CCCC2)o1 (stereo not given)	-0.1	-0.7	4	16	0.3	-5	15	8	2
Cn1c(=O)c(C(=O)CN2CCc3ccccc32)c(N)n(Cc2ccccc2)c1=O	-0.3	0.8	-1	2	-2.5	-1	20	16	3
Cc1cc2ccccc2c(=O)n1CC(=O)Nc1ccc2c(c1)OCCO2	0.4	0.3	-6	0	-0.1	-1	26	10	1
COc1ccc(-c2cnnn2-c2ccc(NC(=O)c3ccco3)cc2)cc1OC	-1.6	1.4	-8	0	0.5	0	13	3	-7
O=C(CCn1c(=O)oc2ccccc21)Nc1nccs1	0.8	0.7	-3	0	0.1	0	1	8	0
O=C(C(=O)N1CCN(c2ccccc2)CC1)c1c[nH]c2ccccc12	0.9	1.2	11	-9	2.0	3	-38	8	-3
O=C(CN1C(=O)C(=O)N(Cc2ccccc2)C1=O)Nc1ccc(F)c(Cl)c1	-0.1	-0.9	-2	11	-0.3	1	-5	2	2
COc1ccc(C(=O)N2CCN(C3CCC(c4ccccc4)CC3)CC2)cc1OC (stereo not given)	0.7	-0.3	-7	1	-1.3	-2	1	4	-4
CC(=O)N1CCCc2cc(S(=O)(=O)Nc3ccc4c(c3)OCO4)ccc21	·	·	·	·	·	5	-20	15	10
Cc1sc2ncn(Cc3ccccc3F)c(=O)c2c1C	0.3	1.2	-7	15	95*	-3	7	11	2
CCn1c(SCc2ccc(OC)cc2)nnc1-c1ccncc1	0.5	-0.1	-9	1	-2.6	0	-5	-6	0
CCc1nc(OCc2ccco2)c2sc3nc4c(cc3c2n1)COC(C)(C)C4	-1.7	0.0	-20	2	-6.5	28	11	14	14
COc1ccc(N=C2SC(CC(=O)Nc3ccc(OC)cc3OC)C(=O)N2C)cc1 (stereo not given)	-0.3	-0.1	9	5	-0.4	-3	-10	6	-1
CCCCN(CCCC)/C(N)=N/c1nc(C)cc(C)n1	1.3	-1.5	9	10	1.4	2	-16	8	-4
Cc1cc(C(=O)CSc2ccc(Cl)cc2)cc(C)c1OC(=S)N(C)C	-0.2	0.2	-6	3	-0.1	0	20	0	-1
Cc1csc(NC(=O)c2cccc(Cn3nc(C)c(Br)c3C)c2)n1	-0.6	-0.3	-8	1	2.7	-2	-11	0	0
COc1ccc(Cc2c(O)nc(SCC(=O)NC34CC5CC(CC(C5)C3)C4)[nH]c2=O)cc1	1.4&0.3	1.9&1.7	6&1	11&31	4.4&1.5	-3&-1	10&27	11&13	-3&3
CCOc1ccc(NC(=O)CSc2nc(C3CC3)nc3ccccc23)cc1	-0.1	3.7	-6	41	0.4	0	7	7	1
O=S(=O)(NCc1ccccc1F)c1cccc(S(=O)(=O)N2CCOCC2)c1	1.3	-0.9	-7	25	1.0	2	-57	2	-1
Nc1ccc(Nc2nc(-c3cc4ccccc4oc3=O)cs2)cc1	-0.5	80*	7	23	-5.9	·	-89&-13	14&11	·
Cc1cccc(NC(=S)NC2CC3CCCC(C2)N3Cc2cccs2)c1 (stereo not given)	-0.9	-0.6	-6	-1	-9.7	·	-71&-47	36&22	-4
CC(C)(C)c1csc(NC(=O)Nc2ccccc2)n1	0.6	60	-7	27	1.3	0	-79	4	1

Record cards, from the list above. Screens in order: PERK inhibitor	L929 necroptosis	RBBP9 inh	Hck-Nef inh	TNF death inh	Runt-CBFb FRET	EP2 mod	EP2 antag	Runt-SMMHC FRET
Cc1cccc(NC(=S)NC2CC3CCCC(C2)N3Cc2cccs2)c1 (stereo not given) is listed as -0.9	-0.6	-6	-1	-9.7	·	-71&-47	36&22	-4
Cc1sc2ncn(Cc3ccccc3F)c(=O)c2c1C is listed as 0.3	1.2	-7	15	95*	-3	7	11	2
COC(c1ccccc1)c1nnc(CCC(=O)N(C)CCCC2CCCC2)o1 (stereo not given) is listed as -0.1	-0.7	4	16	0.3	-5	15	8	2

Next section.
SMILES	PERK inhibitor	L929 necroptosis	RBBP9 inh	Hck-Nef inh	TNF death inh	Runt-CBFb FRET	EP2 mod	EP2 antag	Runt-SMMHC FRET
Fc1ccccc1Cn1nnc2c(NCc3ccccn3)ncnc21	-0.2	1.9	-9	-1	1.2	-1	8	7	-8
CC1(C)Cc2ccccc2-c2nc(NCCCO)[nH]c(=O)c21	-0.4	0.8	-8	11	0.2	0	5	18	1
Cc1nc2ccccc2c(=O)n1NC(=O)c1cccc([N+](=O)[O-])c1	1.4	-0.1	-3	6	-0.3	2	12	2	0
O=C(CCCOc1ccc(Cl)cc1Cl)n1nnc2ccccc21	1.1	1.0	2	15	0.1	-2	26	6	2
O=C(CCc1nc2ccccc2s1)N1CCN(c2ccccc2)CC1	0.2	1.4	-14	8	1.2	-1	-63	10	-2
CCC(C)(C)n1nnnc1C(c1cc2ccc(OC)cc2[nH]c1=O)N1CCc2ccccc21 (stereo not given)	-0.3	-0.1	-8	2	-2.3	14	30	8	-7
COc1ccc(N2CCN(C(=O)[C@H](Cc3c[nH]c4ccccc34)NC(C)=O)CC2)cc1	0.0	0.4	2	4	-1.3	4	4	8	-2
N#Cc1ccc(NC(=S)Nc2ccccc2)cc1	0.3	0.8	1	0	-0.5	-1	-53	5	-1
O=C(COc1ccccc1Cl)N1CCN(c2ccc([N+](=O)[O-])c(N3CCOCC3)c2)CC1	-0.8	-0.2	7	2	-9.0	-4	-22	18	-9
CCCN(CCC)CCCNS(=O)(=O)c1cc(Br)cc2c1N(C(C)=O)CC2	-0.9	0.0	-5	1	0.2	-1	17	8	0
Cc1cc(=O)nc2c3ccccc3n(C(C)C(=O)NCCC(C)C)n12 (stereo not given)	-1.2	-0.7	-12	-11	-0.7	-2	20	11	-2
Cc1occc1C(=O)n1cnc2ccccc21	0.2	-0.1	4	1	0.0	-1	3	3	-7
O=C(c1cccc(C(=O)N2CCN(c3ccccc3)CC2)c1)N1CCN(c2ccccc2)CC1	-1.4	0.0	3	0	-1.2	-2	-16	3	-2
Cc1ccc(CNC(=O)CCS(=O)(=O)c2cccc3nsnc23)cc1	-0.5	1.5	-9	-6	0.1	0	10	6	11
COc1cc([N+](=O)[O-])cc(/C=N/NC(=O)C(C)Nc2ccccc2C)c1O (stereo not given)	1.7	1.1	-4	101*	1.1	-5	15	10	-1
Cc1ccc(C)c2[nH]c(=O)c(CN(Cc3cccs3)C(=S)NCc3ccco3)cc12	-0.5	2.3	-12	2	2.6	28	13	24	11
O=C(COC(=O)CCc1nc2ccccc2c(=O)[nH]1)NC1CCS(=O)(=O)C1 (stereo not given)	1.3	0.9	5	-2	0.5	0	18	8	1
CC(CN1CCCCC1)NC(=O)c1cc(-c2ccccn2)nc2ccc(Cl)cc12 (stereo not given)	1.5	33	-3	-3	2.9	-1	-21	7	3

This is a subset (hit frequency here may not be typical).
